Screening data: PubChem BioAssay, Sanford-Burnham Center for Chemical Genomics
SENP6 block = inhibitors of human SENP6 protease; Q9GZR1; inhibition, % at 10 µM; 330,000 compounds, 1.8% hits; Recombinant SENP6 catalytic domain, aminoluciferin luminescence;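 active means inhibition above about 50% at the single tested dose, limit read from the data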;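 further: plate controls were DMSO wells with enzyme for no effect and DMSO wells lacking enzyme for full effect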
Target sequence (Q9GZR1 628-1112 limits assumed): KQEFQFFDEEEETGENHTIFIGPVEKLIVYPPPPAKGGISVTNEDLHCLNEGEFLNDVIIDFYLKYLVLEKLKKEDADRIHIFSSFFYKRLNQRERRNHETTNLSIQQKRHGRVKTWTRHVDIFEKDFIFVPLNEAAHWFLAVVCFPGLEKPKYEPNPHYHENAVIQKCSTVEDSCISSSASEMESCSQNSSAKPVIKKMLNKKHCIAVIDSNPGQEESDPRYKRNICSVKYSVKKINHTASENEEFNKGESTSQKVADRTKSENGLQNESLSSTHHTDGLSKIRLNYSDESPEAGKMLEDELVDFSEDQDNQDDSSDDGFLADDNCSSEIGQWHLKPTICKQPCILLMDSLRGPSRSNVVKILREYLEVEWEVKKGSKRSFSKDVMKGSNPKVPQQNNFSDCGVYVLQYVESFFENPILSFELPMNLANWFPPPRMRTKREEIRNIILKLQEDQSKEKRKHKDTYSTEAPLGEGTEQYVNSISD
PfGluPho inh = PfG6PD (Plasmodium falciparum) enzyme inhibition. PfGluPho enzyme, NADPH resazurin-diaphorase fluorescence. inhibition, % at 20 µM. 350,000 compounds, 0.78% hits;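 active means inhibition reaching at least a set limit at 20 µM in the primary screen, cut at about 59% in these data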;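 further: 0% = DMSO wells with substrate and 100% = DMSO wells lacking glucose-6-phosphate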
GRIN3A LBD mod = modulates the human NR3A ligand-binding domain. AID 1259313. NR3A LBD differential scanning fluorimetry, Tm shift; 0% = protein alone, 100% = glycine-bound protein. Tm shift relative to glycine control, % at 25 µM. 340,000 compounds, 2.5% hits;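 active means melting temperature shift of at least 10% of the positive control shift, at one fixed dose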
SENP7 inh = inhibitors of human SENP7 protease; Q9BQF6; recombinant SENP7, Z-RLRGG-aminoluciferin luminescence, 40 min; inhibition, % at 5 µM; 330,000 compounds, 1.5% hits;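 active means inhibition above about 50% at the single test dose, limit read from the data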;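 further: plate controls were DMSO with enzyme for no effect and no enzyme buffer wells for full effect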
Target sequence (Q9BQF6 706-1050 limits assumed): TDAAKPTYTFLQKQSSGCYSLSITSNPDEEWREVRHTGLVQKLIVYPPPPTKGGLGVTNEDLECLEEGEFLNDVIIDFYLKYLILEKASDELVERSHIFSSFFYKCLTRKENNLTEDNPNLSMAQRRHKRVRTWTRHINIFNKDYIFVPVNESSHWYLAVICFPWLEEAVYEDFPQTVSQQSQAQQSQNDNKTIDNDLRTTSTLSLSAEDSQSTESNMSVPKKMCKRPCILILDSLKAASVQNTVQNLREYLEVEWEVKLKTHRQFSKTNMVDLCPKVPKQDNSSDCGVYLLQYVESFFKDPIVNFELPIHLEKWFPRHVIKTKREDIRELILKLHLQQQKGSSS
HKDC1 inh = blocks human hexokinase HKDC1 activity. AID 493160. 340,000 compounds, 0.16% hits. Q2TB90. inhibition, % at 20 µM. recombinant HKDC1, G6PDH/diaphorase resazurin coupled fluorescence;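 active means inhibition above about 35% when tested at 20 µM, limit read from the data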;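 further: plate controls were DMSO wells with enzyme for no effect and DMSO wells lacking enzyme for full effect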
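Material: recombinant HKDC1 hexokinase; Amount: HKDC1 at 5 µg/mL; Medium: Tris pH 8.0 buffer with MgCl2, Tween-20, BSA, BME; Schedule: 90 min reaction incubation at room temperature, dark; Technique: coupled resazurin fluorescence, excitation 525 nm, emission 613 nm.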
SENP8 inh = blocks human SENP8 cleavage of Nedd8 substrate; inhibition, % at 20 µM; recombinant SENP8, Nedd8 substrate fluorescence; 360,000 compounds, 0.64% hits; Q96LD8; in the data active means inhibition mostly above about 40%, no sharp cut-off; inactive means mostly below about 27%
Target sequence (Q96LD8 whole entry, looked up): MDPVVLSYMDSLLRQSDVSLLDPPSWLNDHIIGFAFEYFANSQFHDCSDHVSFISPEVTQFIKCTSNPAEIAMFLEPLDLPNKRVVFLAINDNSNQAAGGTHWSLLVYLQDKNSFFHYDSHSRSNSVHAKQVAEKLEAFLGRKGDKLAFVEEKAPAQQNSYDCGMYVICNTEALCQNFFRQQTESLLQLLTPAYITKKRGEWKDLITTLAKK
MPTP inh = blocks calcium-induced mitochondrial swelling. isolated mouse mitochondria, Ca2+ swelling absorbance, 30 min. inhibition, % at 10 µM. 360,000 compounds, 1.4% hits;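 active means inhibition of 50% or more, scaled per plate between neutral and stimulator controls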;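 further: 0% = DMSO wells given calcium and 100% = 1 mM EGTA wells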
ATG4B inhibitor = inhibitors of human ATG4B cysteine protease. ATG4B cleavage of LC3-PLA2, NBD-HPC fluorescence, 1 h. inhibition, % at 8.33 µM. 340,000 compounds, 0.51% hits. AID 504462; in the data active means inhibition above about 40%
Numbers without * were called inactive; . = no result given.

Below each SMILES – GRIN3A LBD mod | ATG4B inhibitor | SENP6 block | SENP8 inh | PfGluPho inh | HKDC1 inh | SENP7 inh | MPTP inh
O=C(Cn1cc(C(F)(F)F)ccc1=O)Nc1cccc(S(=O)(=O)N2CCOCC2)c1
→ 1 | 4 | -8 | -3 | -26 | -1 | 5 | 0.4
O=C(NNC(=O)C12CC3CC(CC(C3)C1)C2)c1csc(N2CCOCC2)n1
→ 3 | -2 | -7 | -6 | 8 | 0 | -8 | -0.8
Cc1cnc(NC(=O)CSc2nnc(N)s2)s1
→ -1 | -3 | 9 | 1 | -2 | -7 | 0 | -1.6
CC(=O)c1ccccc1OCCn1nc(C(=O)O)c2ccccc2c1=O
→ -1 | 2 | -11 | 5 | -16 | -8 | -6 | 0.0
O=C(c1ccco1)N1CCN(Cc2cccc3ccccc23)CC1
→ 3 | 3 | -20 | 19 | -14 | -4 | 4 | -0.2
O=C(O)c1ccc(NS(=O)(=O)c2cc(C(=O)O)ccc2Br)cc1
→ -2 | -5 | 3 | 28 | 0 | -4 | 10 | 2.0
C=CCNC(=O)c1c(CSc2ccc(F)cc2)noc1C(=O)NCCC
→ 2 | -9 | 6 | 4 | 8 | 0 | 4 | -0.6
C[C@H]1CN([C@@H](C)CO)C(=O)Cc2cc(NC(=O)CCC(F)(F)F)ccc2O[C@H]1CN(C)S(=O)(=O)c1ccc(F)cc1
→ 0 | -20 | -7 | 15 | 8 | -3 | 0 | 1.1
O=C(COc1cccc2c1CCN(Cc1ccccc1F)C2=O)N1CCCCC1
→ -1 | 0 | 0 | 26 | -2 | -3 | -2 | 0.6
CCCCNC(=S)NNC(=O)CCn1nc(C)c(Br)c1C
→ 0 | -1 | 7 | 7 | -13 | -12 | -3 | 0.4
C/C(=N\NC(=O)C1(C)CC1(Br)Br)c1cccc(NC(=O)C(C)(C)C)c1 (stereo not drawn)
→ -4 | -6 | -8 | 3 | 16 | -10 | 8 | -0.2
CCn1c(N)c(C(=O)NC)sc1=S
→ 1 | -4 | -2 | 24 | 80* | -24 | 1 | 1.8
C[C@H](CO)N1C[C@H](C)[C@@H](CN(C)S(=O)(=O)c2cccs2)Oc2c(NC(=O)C3CCCCC3)cccc2C1=O
→ 1 | -5 | -22 | 4 | -8 | -2 | -6 | -0.4
CC(=O)Nn1c(COc2ccccc2C)nc2ccccc2c1=O
→ 2 | -12 | -12 | 7 | -2 | -1 | 3 | 0.6
CCOC(=O)C1=C(C)N(c2ccc(OC)cc2)C(=O)/C1=C\c1ccc(O)c(OCC)c1
→ 2 | -8 | -6 | 1 | 38 | 18 | 13 | 3.2
CN(C)CCCCCCCCCCC(=O)/C=N/O
→ 2 | 4 | -5 | 9 | -16 | -11 | 5 | 0.6
Cc1ccn2c(=O)nc(SCC(=O)Nc3cccc4ccccc34)nc2c1
→ -4 | -6 | -7 | 12 | -12 | 6 | -5 | -3.0
COc1ccc(C(C)=O)cc1COC(=O)CNC(=O)c1ccc(Cl)cc1
→ 2 | -3 | -2 | 1 | 1 | 1 | 4 | 2.2
CC1(c2nnc(-c3ccc(F)cc3)o2)CC(c2c(Cl)cccc2Cl)=NO1 (stereo not drawn)
→ 1 | 25 | 4 | 19 | 2 | -1 | 0 | -0.9
Cc1cc(F)ccc1S(=O)(=O)N1CCCCC1CCNC(=O)C(=O)NCc1ccccn1 (stereo not drawn)
→ 0 | 1 | 0 | 8 | -11 | -7 | 4 | -0.8
Cc1nnc(NC(=O)c2ccc3nccnc3c2)s1
→ . | 6 | -2 | 2 | 26 | 1 | -4 | 0.1
c1csc(-c2csc3nc(CN4CCOCC4)nc(NCc4ccc5c(c4)OCO5)c23)c1
→ -6 | -18 | -16 | 1 | 15 | 7 | 4 | 2.8
COc1ccc(N2CCN(C(=O)c3cccc4nc(C)oc34)CC2)cc1
→ -2 | -2 | -2 | 4 | -2 | -6 | 4 | -1.1
COC(=O)c1ccc(CNC(=O)c2ccc3c(c2)S(=O)(=O)N=C2CCCCCN23)cc1
→ 1 | -2 | -9 | 13 | -4 | 3 | 7 | 3.3
C=CCn1c2ccccc2c2n[nH]c(=S)nc21
→ 2 | 4 | 13 | 16 | 50 | -4 | -2 | -0.2
O=c1[nH]c(C(F)(F)F)nc2c1nnn2Cc1ccccc1F
→ -1 | -9 | -14 | 14 | -12 | -4 | -4 | -0.7
Cc1cc(NC(=O)CSc2cn(CCNC(=O)c3ccc(F)cc3)c3ccccc23)no1
→ -4 | -25 | -9 | 28 | 2 | 2 | -9 | 0.3
CCN1CNC(=S)N(Cc2ccccc2)C1
→ 1 | -5 | 1 | 6 | -1 | -13 | 4 | 2.1
NC(=O)c1cc([N+](=O)[O-])ccc1NCc1ccc(C(=O)O)cc1
→ -1 | -11 | -3 | 18 | 6 | -3 | 13 | -0.4
CCOc1ccc(N(CC(=O)NCC2CCCO2)S(=O)(=O)c2ccc(Cl)cc2)cc1 (stereo not drawn)
→ -1 | 0 | -10 | 18 | -8 | -5 | 1 | 2.1
CCC(=O)NC(Nc1cc(C)cc(C)n1)(C(F)(F)F)C(F)(F)F
→ 1 | 3 | 1 | 9 | -8 | -4 | -2 | 0.1
CCCCCCCCSc1nnc(-c2ccc(OC)cc2)o1
→ -1 | 2 | -9 | 18 | 17 | 0 | -1 | 2.6
CCCC(NS(=O)(=O)c1ccc(C)cc1)C(=O)O (stereo not drawn)
→ 0 | -5 | -7 | 36 | 6 | -1 | 0 | -0.6
Cc1cccc(N2N=C(C(=O)OCC(=O)c3ccccc3)CCC2=O)c1
→ 1 | -8 | 9 | 11 | 2 | -6 | 1 | -0.3
COc1cc(C2c3[nH]c4ccccc4c3C[C@@H]3C(=O)N(Cc4ccco4)CC(=O)N23)cc(OC)c1OC (stereo partly drawn)
→ 1 | -9 | 20 | 3 | 5 | -2 | 6 | 1.3
CCSc1nc2cc(C(=O)OC)ccc2c(=O)n1CC
→ -1 | -7 | -25 | -43 | -7 | 1 | -4 | 0.0
CN(C)CCOCCSc1ccc(Cl)cc1
→ -1 | -1 | 8 | 19 | 3 | -8 | -6 | 2.4
O=C/C(=C\Nc1ccccn1)c1nc2cc(Cl)ccc2o1
→ -5 | -9 | -20 | -299 | 0 | 3 | -1 | -9.8
COc1ccccc1C(=O)CSc1cccc[n+]1[O-]
→ 1 | -15 | -11 | 8 | 10 | -1 | -5 | -0.7
CCC1(CC)NC(=O)N(CC(=O)OCC(=O)Nc2ccc(C(F)(F)F)cc2)C1=O
→ 3 | -3 | -20 | 11 | 4 | 3 | -1 | 0.0
Cc1ccc(C)c(NS(=O)(=O)c2ccc3c(c2)NC(=O)CCS3)c1
→ -1 | -1 | 3 | 18 | 1 | -4 | -11 | 0.3
Cc1cccc(C)c1NC(=O)CN(C)C(=O)c1ccccc1Sc1ccccc1C#N
→ 0 | -6 | -9 | 0 | 13 | -5 | 5 | -1.8
COC(=O)c1c(NS(=O)(=O)c2ccc3ccccc3c2)sc2c1CCCC2
→ -3 | 27 | -6 | 11 | -28 | 14 | 2 | 2.0
COc1cccc(CN(C(=O)/C=C/c2ccco2)C2CCS(=O)(=O)C2)c1 (stereo not drawn)
→ -2 | -5 | 9 | 4 | 28 | 0 | 3 | 0.7
Clc1ccc(-c2nc3ccccn3c2CN2CCOCC2)cc1
→ 0 | 0 | -23 | -146 | 3 | -8 | -7 | 0.7

Full records, quoted from the list. Order of values: GRIN3A LBD mod	ATG4B inhibitor	SENP6 block	SENP8 inh	PfGluPho inh	HKDC1 inh	SENP7 inh	MPTP inh
CCC1(CC)NC(=O)N(CC(=O)OCC(=O)Nc2ccc(C(F)(F)F)cc2)C1=O as listed: 3	-3	-20	11	4	3	-1	0.0
CN(C)CCOCCSc1ccc(Cl)cc1 as listed: -1	-1	8	19	3	-8	-6	2.4
CCSc1nc2cc(C(=O)OC)ccc2c(=O)n1CC as listed: -1	-7	-25	-43	-7	1	-4	0.0

Remaining list, next part:
Below each SMILES – GRIN3A LBD mod | ATG4B inhibitor | SENP6 block | SENP8 inh | PfGluPho inh | HKDC1 inh | SENP7 inh | MPTP inh
CC(C)CNC(=O)C1CCCN(C(=O)NCc2ccccc2)C1 (stereo not drawn)
→ -1 | -10 | 2 | 7 | -12 | -13 | -7 | 1.4
O=C(Nc1nccs1)c1ccc(COc2ccc(F)cc2)o1
→ 0 | 2 | 3 | -3 | 1 | -5 | -4 | -2.5
Cc1ccc(C2C(C#N)=C(N)Oc3n[nH]c(-c4ccccc4)c32)o1 (stereo not drawn)
→ -13 | -3 | . | -20 | 11 | 8 | . | 1.9
COc1ccc(-n2nnnc2SC(C)C(N)=O)cc1 (stereo not drawn)
→ 0 | -4 | -7 | -1 | -11 | -8 | -3 | -0.2
CNC(=O)C(=O)Nc1c(C)cc(C)cc1C
→ -5 | -8 | -17 | 27 | 3 | -16 | -6 | 0.1
COc1ccc(CCNC(=O)CCC2COc3ccccc3O2)cc1OC (stereo not drawn)
→ 0 | 2 | -15 | 15 | -7 | -8 | -4 | -0.7
Cc1cc(S(=O)(=O)NCCCN2CCOCC2)ccc1F
→ 4 | -4 | 5 | 12 | -5 | -9 | -6 | -1.2
Cc1ccc(-c2ccnc3c(Br)c(C)nn23)cc1
→ 3 | 2 | -2 | -34 | 22 | 0 | 2 | -0.8
O=C(Nc1ccc(C(=O)N2CCCC2)cc1)C1CCC1
→ 1 | -8 | . | 2 | 13 | -5 | . | 0.4
O=C(CN1C(=O)C2CC=CCC2C1=O)N1CCN(S(=O)(=O)c2ccccc2)CC1 (stereo not drawn)
→ -2 | -5 | 2 | 3 | -4 | -4 | -1 | -1.6
CC(=O)c1ccc(Sc2ccccc2)cc1
→ 1 | -3 | -2 | 2 | 13 | -2 | -4 | 1.9
COc1ccc(C(=O)/C=C/c2ccc(C)cc2)c(OC(=O)c2ccc([N+](=O)[O-])cc2)c1
→ 6 | 1 | 27 | 43* | 4 | -1 | -12 | -2.5
COc1ccc(-c2[nH]ncc2-c2cscn2)c(O)c1
→ -1 | 10 | 1 | 4 | 7 | -9 | 3 | -0.6
O=C(CSc1cccc[n+]1[O-])Nc1ccc([N+](=O)[O-])cc1Cl
→ 1 | 6 | 24 | 25 | -8 | 1 | 8 | 1.8
Cc1c(C(=O)OCC(=O)NCCN2C(=O)CSC2=O)cccc1[N+](=O)[O-]
→ 0 | 0 | -9 | 5 | 2 | -2 | -1 | -0.1
CC(C)(C)c1[nH]c2ccccc2c1/C=N/O
→ -1 | 2 | 3 | 39 | 15 | -4 | -6 | 6.1
COCc1nnc(NC(=O)c2ccco2)s1
→ 1 | 6 | -5 | -3 | -7 | -6 | 0 | -0.1
COc1cccc(COC(=O)CCNC(=O)c2ccc(Br)cc2)c1OC
→ 0 | 3 | -16 | 2 | -10 | -3 | -4 | 0.8
CC(C)(C)OC(=O)N(CCc1ccccc1)Cc1cccc(OCc2cccc(NC(=O)C3CCC3)c2)c1
→ -1 | -5 | . | 0 | 31 | 1 | . | 0.2
CCc1cccc(NC(=O)Nc2ccc3c(c2)OCO3)c1
→ 1 | 0 | 9 | 5 | 10 | -5 | 8 | 59*
O=C(COc1coc(CN2CCN(c3cccc(Cl)c3)CC2)cc1=O)NC1CCCC1
→ 0 | -4 | -3 | 25 | -5 | 0 | -4 | -1.8
COc1cc2c(C)nc3c(c(C)nn3-c3ccccc3)c2cc1OC
→ -8 | 2 | -8 | -398 | -2 | -5 | 8 | 0.9
Cc1cccc(S(=O)(=O)NNC(=O)c2sc(C)nc2C)c1
→ 0 | 3 | 11 | 14 | -7 | -1 | 2 | 3.9
Cc1ccc(S(=O)(=O)N(C)c2ccc(OCC(=O)OCc3ccc(C#N)cc3)cc2)cc1
→ 13* | -3 | -22 | 16 | 13 | 1 | 3 | 1.1
CC(C)OCCCNC(=O)Cc1ccc(F)cc1
→ 0 | -2 | -8 | 0 | -12 | -2 | 3 | 0.8
